Pf apPOL inh = Pf-apPOL DNA polymerase inhibition; inhibition, % at 10 µM; Recombinant Pf-apPOL, molecular beacon fluorescence, 1.5 h; actives 0.25% (n = 210,000)
mHTT CaM bind = inhibitors of human mutant huntingtin-calmodulin interaction; actives 3.6% (n = 190,000); inhibition, % at 15 µM; AlphaScreen His-mHTT/GST-CaM binding, luminescence; P42858;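 note: 0% = both proteins with DMSO and 100% = one protein alone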
Target sequence (P42858 whole entry, looked up, stated change not applied): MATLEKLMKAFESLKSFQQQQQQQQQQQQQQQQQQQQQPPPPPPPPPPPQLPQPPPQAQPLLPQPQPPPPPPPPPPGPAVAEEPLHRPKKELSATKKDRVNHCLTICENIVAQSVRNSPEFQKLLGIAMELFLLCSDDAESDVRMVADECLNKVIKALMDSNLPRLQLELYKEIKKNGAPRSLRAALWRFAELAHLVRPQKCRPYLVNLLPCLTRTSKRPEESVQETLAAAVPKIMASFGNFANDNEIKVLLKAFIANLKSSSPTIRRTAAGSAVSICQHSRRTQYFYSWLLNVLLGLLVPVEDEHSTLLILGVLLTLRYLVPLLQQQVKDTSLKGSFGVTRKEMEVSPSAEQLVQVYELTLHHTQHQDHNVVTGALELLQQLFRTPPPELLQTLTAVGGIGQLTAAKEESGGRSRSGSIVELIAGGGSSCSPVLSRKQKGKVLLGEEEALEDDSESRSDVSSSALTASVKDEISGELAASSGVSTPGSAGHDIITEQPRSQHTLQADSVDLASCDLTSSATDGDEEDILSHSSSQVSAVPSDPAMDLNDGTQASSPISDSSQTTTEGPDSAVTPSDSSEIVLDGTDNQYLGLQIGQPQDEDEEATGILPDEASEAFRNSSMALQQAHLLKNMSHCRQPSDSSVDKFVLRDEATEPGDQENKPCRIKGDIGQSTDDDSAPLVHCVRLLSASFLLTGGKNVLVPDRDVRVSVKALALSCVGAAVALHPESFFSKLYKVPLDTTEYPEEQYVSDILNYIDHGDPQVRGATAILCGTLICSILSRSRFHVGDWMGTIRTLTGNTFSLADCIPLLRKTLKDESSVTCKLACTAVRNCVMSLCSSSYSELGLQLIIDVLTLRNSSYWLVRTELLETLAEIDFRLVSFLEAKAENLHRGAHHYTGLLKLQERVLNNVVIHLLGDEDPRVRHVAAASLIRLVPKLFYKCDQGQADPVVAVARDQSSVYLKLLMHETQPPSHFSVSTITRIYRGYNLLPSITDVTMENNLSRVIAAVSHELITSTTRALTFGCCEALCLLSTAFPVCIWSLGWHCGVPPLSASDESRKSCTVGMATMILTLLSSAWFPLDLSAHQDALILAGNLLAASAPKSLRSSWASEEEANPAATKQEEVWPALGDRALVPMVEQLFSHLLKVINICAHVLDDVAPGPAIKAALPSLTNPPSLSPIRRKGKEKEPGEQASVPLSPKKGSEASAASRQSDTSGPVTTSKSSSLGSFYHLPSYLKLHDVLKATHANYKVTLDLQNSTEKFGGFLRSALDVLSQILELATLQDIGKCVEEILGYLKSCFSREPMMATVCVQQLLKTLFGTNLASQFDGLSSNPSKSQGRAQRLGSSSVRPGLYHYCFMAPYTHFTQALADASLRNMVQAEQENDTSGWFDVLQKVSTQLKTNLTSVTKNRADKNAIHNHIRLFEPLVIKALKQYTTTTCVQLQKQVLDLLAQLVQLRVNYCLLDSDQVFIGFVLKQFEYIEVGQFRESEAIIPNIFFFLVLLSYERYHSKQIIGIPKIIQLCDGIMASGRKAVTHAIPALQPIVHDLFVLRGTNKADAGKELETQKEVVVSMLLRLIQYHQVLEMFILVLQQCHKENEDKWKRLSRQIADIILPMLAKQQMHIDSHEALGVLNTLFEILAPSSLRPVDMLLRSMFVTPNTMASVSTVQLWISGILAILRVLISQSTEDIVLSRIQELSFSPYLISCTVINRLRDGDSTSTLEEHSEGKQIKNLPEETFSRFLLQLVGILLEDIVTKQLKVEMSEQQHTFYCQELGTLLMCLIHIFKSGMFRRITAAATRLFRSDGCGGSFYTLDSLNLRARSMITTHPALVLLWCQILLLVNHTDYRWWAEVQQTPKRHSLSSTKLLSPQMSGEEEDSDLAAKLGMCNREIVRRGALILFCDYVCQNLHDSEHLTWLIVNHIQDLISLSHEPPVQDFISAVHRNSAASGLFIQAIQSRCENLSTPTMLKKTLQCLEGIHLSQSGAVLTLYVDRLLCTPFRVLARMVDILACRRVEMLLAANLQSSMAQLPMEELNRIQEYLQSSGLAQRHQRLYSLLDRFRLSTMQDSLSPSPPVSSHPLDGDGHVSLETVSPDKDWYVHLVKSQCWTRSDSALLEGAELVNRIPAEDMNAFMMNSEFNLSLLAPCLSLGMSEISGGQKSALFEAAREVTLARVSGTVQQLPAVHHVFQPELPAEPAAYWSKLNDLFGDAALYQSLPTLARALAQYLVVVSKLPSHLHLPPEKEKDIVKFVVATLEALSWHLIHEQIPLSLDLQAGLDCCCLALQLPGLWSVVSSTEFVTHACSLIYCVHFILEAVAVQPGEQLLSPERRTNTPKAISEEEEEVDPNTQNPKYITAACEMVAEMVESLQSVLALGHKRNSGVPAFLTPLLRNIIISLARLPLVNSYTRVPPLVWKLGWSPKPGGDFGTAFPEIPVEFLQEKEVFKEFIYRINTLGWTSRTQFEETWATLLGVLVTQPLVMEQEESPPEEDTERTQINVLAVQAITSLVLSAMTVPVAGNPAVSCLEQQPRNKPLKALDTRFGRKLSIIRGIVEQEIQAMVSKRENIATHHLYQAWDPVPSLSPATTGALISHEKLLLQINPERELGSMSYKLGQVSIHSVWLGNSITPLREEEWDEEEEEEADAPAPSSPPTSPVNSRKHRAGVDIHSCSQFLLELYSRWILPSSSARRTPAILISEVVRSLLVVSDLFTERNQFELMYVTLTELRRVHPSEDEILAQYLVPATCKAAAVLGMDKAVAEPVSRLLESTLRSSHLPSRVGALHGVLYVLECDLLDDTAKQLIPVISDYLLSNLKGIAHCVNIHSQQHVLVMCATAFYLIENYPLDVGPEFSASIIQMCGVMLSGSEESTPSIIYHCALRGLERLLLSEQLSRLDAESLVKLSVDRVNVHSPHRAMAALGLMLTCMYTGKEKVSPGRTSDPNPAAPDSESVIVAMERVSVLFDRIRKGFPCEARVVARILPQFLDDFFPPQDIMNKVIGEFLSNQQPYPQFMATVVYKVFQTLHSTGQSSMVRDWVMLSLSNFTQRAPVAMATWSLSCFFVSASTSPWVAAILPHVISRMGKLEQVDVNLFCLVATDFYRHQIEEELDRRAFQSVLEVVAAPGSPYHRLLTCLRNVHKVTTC
* marks the source's active call; other numbers are inactive results; · = no result given; & = joins results of further samples. Cut-off read from the data, not from the text of the source: active = inhibition above about 50%; inactive = the rest.

SMILES | Pf apPOL inh | mHTT CaM bind
COc1ccc(C2C(C(=O)Nc3ccccc3)=C(C)Nc3nc(-c4ccccc4)nn32)c(OC)c1 (centres undefined) | -1 | 44
COc1ccc(C(=O)Nc2ccccc2F)cc1S(=O)(=O)N1CCOCC1 | -1 | -3
O=C(Cc1ccccc1)NCc1cccc(CNC(=O)Cc2ccccc2)c1 | 2 | 2
O=[N+]([O-])c1cc(N2S(=O)(=O)c3ccccc3S2(=O)=O)ccc1F | -3 | -2
O=C1OC(c2ccccc2F)=N/C1=C\c1ccccc1Br | -5 | 8
COc1cccc(C(=O)N2CC3(COC(C)(C)OC3)C2)c1 | -6 | -8
CC(Sc1nc2c(c(=O)n1-c1ccccc1)SCC2)c1ccccc1 (centres undefined) | -8 | 44
COc1ccc2nc(SCC(=O)Nc3ccc(Cl)cc3Cl)[nH]c2c1 | -2 | 3
Cc1ccccc1-c1onc(C)c1C(=O)NCc1ccc(F)cc1F | -2 | -15
CCOCCCNC(=O)C1(C)CCC(=O)N1c1ccc(Cl)cc1C (centres undefined) | -4 | -5
CCOc1ccccc1NC(=O)Cc1nn(C)c(=O)c2ccccc12 | -4&-2 | -4&5
Fc1cccc(Cl)c1-c1nnc2ccc(C(F)(F)F)cn12 | · | -9
COc1ccc(OC)c(CN2CCCC2c2cc(C(C)C)no2)c1 (centres undefined) | -1 | 7
O=C(Nc1ccccc1Cl)c1ccc([N+](=O)[O-])cc1Cl | -5 | 12
CNc1ncnc(NNC(=O)Nc2ccc(OC(F)(F)F)cc2)c1[N+](=O)[O-] | -62 | ·
Cc1cc2c(cc1C)NC(=O)CC(c1cc([N+](=O)[O-])c(Cl)cc1Cl)=N2 | -2 | 27
CCC(C)NC(=O)c1c[nH]c2ccc(S(=O)(=O)N3CCC4(CC3)OCCO4)cc2c1=O (centres undefined) | 5 | 5
CN(C)c1ccc(C2CC(=O)C=C(NCc3cccs3)C2)cc1 (centres undefined) | -404 | ·
O=C(Nc1c(F)cc(F)cc1Br)c1cc(S(=O)(=O)N2CCOCC2)ccc1F | 2 | -5
Cc1ccc(C2=N/C(=C/c3ccc([N+](=O)[O-])cc3)C(=O)O2)cc1 | 6 | 8
CCCc1cc(C(=O)N2CCCC2c2cc(CC)no2)no1 (centres undefined) | -7 | -10
COc1ccc(Br)c(C(=O)Nc2ccc(CC(=O)NCC(F)(F)F)cc2)c1 | -1 | -9
CCOc1ccc(CCNC(=O)Cn2nnc(-c3ccc(OC)c(OC)c3)n2)cc1OCC | -3 | -7
O=C(Nc1cccc(Cl)c1)N1CCOC(CN2CCOCC2)C1 (centres undefined) | -1 | 3
CN(C)c1oc(-c2ccccc2Cl)nc1S(=O)(=O)c1ccccc1 | -2 | 0
Cc1cccc(-n2cnc3cc(C(=O)NCCc4ccccc4)ccc32)c1 | 0 | 18
CC(C)NC(=O)N1CCCN(Cc2cccs2)CC1 | -1 | 6
Cc1ccccc1C1CCCN1C(=O)Nc1ccccc1Br (centres undefined) | -3 | -9
CCN(Cc1cnn(CC)c1)C(=O)c1cn2ccccc2n1 | 4 | -1
COc1cc(OC)c(OC)cc1CN1CCN(Cc2cccc(Cl)c2)CC1 | -3 | 15
CCCCS(=O)(=O)N1CCC(c2cc(=O)n3nccc3n2C)CC1 | -2 | 7
CCOc1cc(/C=C2/NC(=O)N(CC(=O)Nc3cccc(C)c3)C2=O)cc(Cl)c1OC | 0 | -2
CCCNC(=O)N1CCCC1c1ccc(OC)cc1 (centres undefined) | -4 | -5
Clc1ccc(OCc2nnc3n2CCCCC3)c(Cl)c1 | -4 | 16
COC(=O)c1sccc1S(=O)(=O)NNC(=O)c1ccc([N+](=O)[O-])cc1 | -9 | ·
COc1ccc(CCNC(=O)COc2cc(=O)n3ccccc3n2)cc1 | -10 | -20
O=C1NC(=O)/C(=C/c2cn(CC(=O)N3CCOCC3)c3ccccc23)S1 | -5 | 2
Cc1cc(C)c(C)c(OCC(=O)N2CCN(c3ccccn3)CC2)c1 | 8 | 16
CC(=O)Nc1ccc(-c2noc(C3CCN(C(=O)C4(c5ccccc5)CC4)CC3)n2)cc1 | -4 | -1
Cc1nccn1Cc1noc(-c2ccccc2)n1 | -6 | 1
Cc1cc(C2CCCN2C(=O)Nc2ccc(F)cc2)no1 (centres undefined) | 2 | -5
Cc1ccc(Cc2c(C)nc3nc(SCC(=O)NCc4ccccc4)nn3c2C)cc1 | -4 | 20
O=C(CCCOc1ccccc1)N1CCN(c2ccccc2)CC1 | -4 | 1
Cc1ccc(NC(=O)CSc2nc(N)cc(=O)[nH]2)cc1 | -55 | 0
CCn1cc(C(=O)NN)c(=O)c2cc(F)c(N3CCCCCC3)cc21 | 11 | 42

Entries listed so far with an NH in an aromatic ring (3):
SMILES | Pf apPOL inh | mHTT CaM bind
COc1ccc2nc(SCC(=O)Nc3ccc(Cl)cc3Cl)[nH]c2c1 | -2 | 3
CCC(C)NC(=O)c1c[nH]c2ccc(S(=O)(=O)N3CCC4(CC3)OCCO4)cc2c1=O (centres undefined) | 5 | 5
Cc1ccc(NC(=O)CSc2nc(N)cc(=O)[nH]2)cc1 | -55 | 0

(next part)
SMILES | Pf apPOL inh | mHTT CaM bind
O=C(c1cn2c(n1)CCCC2)N1CCN(c2ccccc2F)CC1 | -19 | 8
O=S(=O)(NCc1ccccc1)c1cc(Cl)ccc1Cl | 5 | -28
CCc1cccc(C)c1NC(=O)COc1ccc(C)c(C)c1 | -7 | -11
COc1cccc(CN2CCN(S(=O)(=O)c3ccccc3[N+](=O)[O-])CC2)c1OC | -7 | 12
CCc1nnc2ccc(S(=O)(=O)Nc3ccc(F)cc3)cn12 | 3 | -5
Oc1c(Cl)cc(Cl)cc1C=NNCCc1ccccn1 | -6 | ·
CCn1c(CNC(C)=O)nc2c1CN(S(=O)(=O)c1ccc(OC)cc1)CC2 | -2 | 4
NC(=O)c1c(NC(=O)C2CC2)sc2c1CCCCC2 | 0 | 34
NNc1nc2ccccc2s1 | -4 | 86*
O=C(O)c1ccc(Cl)c(S(=O)(=O)N2CCOCC2)c1 | 4 | -2
O=C(CCCl)Nc1c(-c2ccc(F)c(F)c2)nc2ccccn12 | 3 | 1
O=C(Cc1ccccc1)Nc1ccc2c(c1)oc1ccccc12 | 0&-4 | -1&0
CN(C)c1ccnc2sc(C(=O)c3ccccc3)c(N)c12 | -6 | -11
CCc1ccc(-n2c(CN3CCN(C(=O)NCc4ccco4)CC3)nc3cccnc32)cc1 | -3 | 18
CCc1nc(NCCN2CCOCC2)c(C#N)c2c1COC(C)(C)C2 | 2 | -3
CC(C)NC(=O)Cn1c(Cc2ccccc2Cl)nc2ccccc21 | -2 | 10
CC1=CCC(=C(C)C)C(=O)CC(C)=CCC1 | -7 | ·
Nc1nnc(-c2ccc3c(c2)OCCO3)o1 | -8 | -14
COc1ccc(OC)c(NC(=O)C2CC(=O)N(c3cccc(NC(C)=O)c3)C2)c1 (centres undefined) | -5 | 6
COc1ccc(CNC(=O)CCc2ccc(C)o2)cc1 | 1 | 4
Cc1ccc2c(c1)C(=O)N1CCCC1C(=O)N2CC(=O)NCCN1CCCCC1 (centres undefined) | 1 | -5
CCC(=O)NC1CC(C(C)(C)NC(=O)CC)CC=C1C (centres undefined) | -3 | 3
Cc1c(C#N)sc2nc(-c3ccccc3)nc(N=CN(C)C)c12 | -4 | -4
CN(C)c1cc(N2CCCC(NC(=O)c3ccsc3)C2)ncn1 (centres undefined) | -6 | 4
CC1=C(C(=O)Nc2ccc(C)cc2C)C(c2ccccc2Cl)n2nnnc2N1 (centres undefined) | 6 | 14
CC1(C)CC2CC(C)(CN2C(=O)c2ccc(NC(=O)c3ccco3)cc2)C1 (centres undefined) | 4 | 15
Cc1c(C(=O)NCCC(C)C)oc2ccc(S(=O)(=O)N3CCC(C)CC3)cc12 | -2 | -14
O=C(Cn1c(=O)[nH]c2ccsc2c1=O)NCCc1c[nH]c2ccccc12 | 1 | 4
C=CCSc1nc2c(c(=O)[nH]1)C(c1ccc(F)cc1F)CC(=O)N2 (centres undefined) | -2 | 0
O=[N+]([O-])c1ccc(C=NCCSc2ccc(Cl)cc2)s1 | 3 | ·
Cc1cc(C)cc(NC(=O)Cn2ccc3c(=O)n(C)ccc32)c1 | 0 | 5
CCc1ccccc1NC(=O)c1ccccc1I | -3 | -3
CCc1onc(C)c1C1CCCN1C(=O)NCc1ccccc1 (centres undefined) | 4 | -4
Cc1c(NC(=O)c2ccccc2[N+](=O)[O-])cccc1-c1nc2cc(Cl)ccc2o1 | -2 | 2
CCOC(=O)N1CCc2nn(CC(=O)Nc3ccc4c(c3)OCCO4)c(=O)cc2C1 | -1 | 24
CCOC(=O)N1CCN(C(=O)CSc2nc(=O)n(Cc3ccco3)c3c2CCC3)CC1 | -3 | -10
COC(=O)c1sccc1NC(=O)N1CCCC1c1ccccc1C (centres undefined) | -5 | -6
COc1ccccc1C1=N/C(=C/c2ccc(Cl)cc2Cl)C(=O)O1 | -4 | 2
NC(=O)CCN(C1CCCCC1)S(=O)(=O)c1cccc2nsnc12 | -14 | 5
CCc1ccc(OCC(=O)NCCc2ccc(OC)cc2)cc1 | -11 | -3
CC(C)C[C@@H](CSc1ccc(Br)cc1)N1CCN(CC(C)C)CCC1=O | -9 | -11
CCn1c(CC2CCN(C(=O)NCC(=O)OC)C2)nc2cccnc21 (centres undefined) | -12 | -7
COc1nc(N2CCOCC2)nc(-n2cccc2)n1 | · | 0
CC(C)C(=O)NCCc1csc(C2CCN(C(=O)c3ccccc3Cl)CC2)n1 | -4 | 7
Nc1cc2c(cc1[N+](=O)[O-])OCCOCCOc1ccc([N+](=O)[O-])cc1OCCOCCO2 | 0 | 9
Cc1cc(OCC(=O)Nc2ccccc2)nc(N2CCC(C)CC2)n1 | -1 | -7
O=C(NCCN1CCCCC1)C1CCCN(c2ncc(-c3ccc(F)cc3)cn2)C1 (centres undefined) | -2 | 9
Cn1cc(CC(=O)NCc2ccc3c(c2)OCO3)c2cccnc21 | 0 | -6
CCOC(=O)C1CCc2sc(NC(=O)c3csc(-c4cc5ccccc5[nH]4)n3)nc21 (centres undefined) | 3 | 28
COc1ccc(S(=O)(=O)CCC(=O)Nc2ccc(OC(F)(F)F)cc2)cc1 | 2 | -5
O=C(c1ccccc1Br)N1CCN(c2ccc([N+](=O)[O-])cc2Cl)CC1 | 0 | 33
COc1ccc(-c2nnn(CC(=O)NCCc3ccccc3)n2)cc1OC | 1 | 4
Cc1ccc(CN2CCC(C(=O)N3CCN(Cc4ccc5c(c4)OCO5)CC3)CC2)o1 | -2 | 5
O=S(=O)(c1cccnc1)N1CCN(c2ccccn2)CC1 | -6 | -2
CCOc1ccc(C(=O)Nc2cc([N+](=O)[O-])ccc2C)cc1 | -2 | 0
Cc1ccc(CNC(=O)CCN2C(=O)c3cccnc3C2=O)o1 | -6 | 8
CCc1ccc(NC(=O)Cn2cnc3c(c2=O)CCN(Cc2ccccc2)C3)cc1 | -1 | 8
O=C(CN1C(=O)C2(OCCCO2)c2ccccc21)NCCc1ccccc1 | -8 | -15
O=C(NCc1cccs1)C1CC1c1ccccc1 (centres undefined) | 1 | -3
Cc1ccc(C2Cn3nnc(C(=O)NC4CCCCCC4)c3CO2)cc1 (centres undefined) | 2 | 0

Fetched by structure from the list above, seven records:
SMILES | Pf apPOL inh | mHTT CaM bind
CCOC(=O)C1CCc2sc(NC(=O)c3csc(-c4cc5ccccc5[nH]4)n3)nc21 (centres undefined) | 3 | 28
O=C(c1ccccc1Br)N1CCN(c2ccc([N+](=O)[O-])cc2Cl)CC1 | 0 | 33
Cc1ccc(C2Cn3nnc(C(=O)NC4CCCCCC4)c3CO2)cc1 (centres undefined) | 2 | 0
O=S(=O)(c1cccnc1)N1CCN(c2ccccn2)CC1 | -6 | -2
COc1ccc(S(=O)(=O)CCC(=O)Nc2ccc(OC(F)(F)F)cc2)cc1 | 2 | -5
O=C(NCc1cccs1)C1CC1c1ccccc1 (centres undefined) | 1 | -3
Cc1cc(OCC(=O)Nc2ccccc2)nc(N2CCC(C)CC2)n1 | -1 | -7

Next section
SMILES | Pf apPOL inh | mHTT CaM bind
COc1ccc(C2C(C#N)=C(N)Oc3cc(N)ccc32)cc1OC (centres undefined) | -6 | 12
COc1ccccc1CC(=O)Nc1cccc([N+](=O)[O-])c1C | -5 | 11
COc1ccc(-c2cc(C(F)(F)F)n3ncc(C(=O)Nc4cccc(C)c4)c3n2)cc1OC | -6 | -7
O=S(=O)(NC1CC2CCC1C2)c1ccccc1 (centres undefined) | -7 | -11
CCCCOc1ccc(-c2nc(-c3ccncc3)no2)cc1 | 1 | -15
COCCNC(=O)c1ccc2c(c1)nc1n2CCCCC1 | 3 | -7
CC(=O)Nc1ccc(-c2noc(C3CCCN(C(=O)c4cccc5[nH]ccc45)C3)n2)cc1 (centres undefined) | -1 | 9
COCCCNC(=O)C1(C)CCC(=O)N1Cc1ccc(OC)cc1 (centres undefined) | 1 | 0
Cc1ncc(CO)c(CN)c1O | · | 4
COc1ccc(C(=O)Nc2ccc(I)cc2)c(OC)c1 | -2 | 2
C=CCn1c(SCC(=O)O)nnc1-c1ccc2c(c1)OCO2 | -16&1 | -8&-6
CCC(=O)NCc1csc(C2CCCN(C(=O)c3ccc(F)cc3F)C2)n1 (centres undefined) | -4 | -12
O=C1CN2Cc3c(ccc(Cl)c3Cl)N=C2N1 | 1 | ·
CC(C)(C)c1ccc(C(=O)NCc2ccc(F)cc2)cc1 | -3 | -17
Cc1ccc(C(=O)Nc2c3c(nn2-c2ccc([N+](=O)[O-])cc2)CSC3)cc1C | 3 | 39
COC1OC(c2ccccc2)=C(c2ccc(C(N)=O)cc2)c2ccc(F)cc21 (centres undefined) | -4 | 12
O=C1CCN(CCc2ccccc2)CCN1[C@H](COc1ccccc1)Cc1ccccc1 | -4 | 98*

Profiles, looked up by structure. Order of values: Pf apPOL inh | mHTT CaM bind
`CCCCOc1ccc(-c2nc(-c3ccncc3)no2)cc1` as listed: 1 | -15
`Cc1ccc(C(=O)Nc2c3c(nn2-c2ccc([N+](=O)[O-])cc2)CSC3)cc1C` as listed: 3 | 39
